# GPR55 beta-arrestin = selective activators of receptor GPR55 – imaging, U2OS cells, beta-arrestin-GFP redistribution, primary screen (AID 1961); U2OS GPR55 beta-arrestin-GFP redistribution imaging; higher % means a stronger effect; activation, % at 10 µM, or EC50 in µM where a hit was titrated; 290,000 compounds, 0.048% hits;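 active = activation above 40% with more than 50 cells counted in the well; inconclusive = wells holding fewer than 50 cells, flagged as toxic or sparse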;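 also: U2OS osteosarcoma cells stably expressing GPR55 and beta-arrestin-GFP; plate controls were DMSO negative control for no effect and LPI positive control for full effect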
# T cell modulator = modulates CD8 T cell binding to vesicles; 330,000 compounds, 0.068% hits; 2C CD8+ T cell-vesicle binding, flow cytometry; stronger effect = lower value; calls only at 7 µM;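 active = response, share of CD8 T cells binding vesicles, and their 90th percentile fluorescence all below set limits, cut at about 80% in these data, passing the limit was not always enough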
#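 material = purified 2C TCR transgenic mouse naive CD8+ T cells | controls = Unloaded micro-vesicles (low), QL9 vesicles with 0.7% DMSO (high) | detection = cytometric PE anti-B7-1 and Alexa647 anti-CD8 signals after 1% paraformaldehyde fixation | incubation = binding step 1.5 h, 37 °C, antibody labelling 20 min, ice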
# KOR beta-arrestin-1 = kappa opioid receptor activators – cell-based, luminescence, uHTS, primary screen (AID 1777) | KOR beta-arrestin recruitment, luminescence; higher % means a stronger effect | activation, % at 10 µM; hits with a dose series show EC50 in µM | 280,000 compounds, 0.02% hits; in the data active = activation above about 50%, passing the limit was not always enough; also: a part of the inactive calls stands beside numbers as strong as those of hits
# PhoP inhibition = PhoP-dependent GFP reporter repression – Salmonella Typhimurium, primary screen (AID 1863); 300,000 compounds, 0.16% hits; S. Typhimurium PhoP-regulated promoter GFP reporter, 4 h; higher % means a stronger effect; inhibition, % at 50 µM; hits with a dose series show IC50 in µM;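 active = inhibition over 29.93%, a cutoff 3 SD above the screen mean, later confirmed by dose response; inconclusive = inhibition over 29.93% but no dose response follow-up; inactive = inhibition at most 29.93% or unconfirmed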;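 also: 0% = low Mg2+ inducing control and 100% = high Mg2+ repressing control; strong numbers were not always called active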
# GPR35 antagonists = GPR35 antagonists blocking zaprinast-driven arrestin recruitment, primary screen, imaging, U2OS, beta-arrestin-GFP, zaprinast agonist (AID 2058) | 290,000 compounds, 0.052% hits | U2OS GPR35 beta-arrestin-GFP translocation imaging, zaprinast antagonism; higher % means a stronger effect | inhibition, % at 10 µM; hits with a dose series show IC50 in µM;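 active = inhibition of at least 50% with at least 30 cells and total cytoplasm GFP at most 10,000,000; inconclusive = under 30 cells or total GFP of 10,000,000 plus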
# GPR55 LPI antagonism = inhibition of LPI-stimulated GPR55 beta-arrestin translocation – imaging, U2OS, beta-arrestin-GFP, LPI agonist, primary screen (AID 2013) | U2OS GPR55 beta-arrestin-GFP translocation imaging, LPI antagonism; higher % means a stronger effect | inhibition, % at 10 µM, or IC50 in µM where a hit was titrated | 290,000 compounds, 0.13% hits;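 active = spots per cell inhibited over 60%, with over 100 cells counted and total cytoplasm intensity under 500,000; inconclusive = wells with under 100 cells, flagged as likely toxic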;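 also: U2OS cells stably carrying GPR55 and arrestin-GFP stimulated by 5 µM LPI near EC80; imaged beta-arrestin-GFP aggregate spots per cell after agonist stimulation; plate controls were LPI-stimulated DMSO wells for no effect and DMSO wells without LPI for full effect; some results filed as inactive read as strong as hits; confirmed hits need IC50 under 10 µM and bright autofluorescent wells are also inconclusive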
# NTR1 ag = NTR1-driven beta-arrestin-GFP spot formation – imaging, U2OS cells, high content, primary screen (AID 493036) | agonist mode | activation, % at 20 µM | 330,000 compounds, 0.17% hits;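 active = activation at or above 40% of the spot to cytoplasm intensity ratio, with at least 20 cells analyzed; inconclusive = wells under 20 cells, flagged as cytotoxic or low count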;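 also: 0% = DMSO without peptide and 100% = 100 nM NTR1 peptide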
# Target sequence (P30989 whole entry, looked up): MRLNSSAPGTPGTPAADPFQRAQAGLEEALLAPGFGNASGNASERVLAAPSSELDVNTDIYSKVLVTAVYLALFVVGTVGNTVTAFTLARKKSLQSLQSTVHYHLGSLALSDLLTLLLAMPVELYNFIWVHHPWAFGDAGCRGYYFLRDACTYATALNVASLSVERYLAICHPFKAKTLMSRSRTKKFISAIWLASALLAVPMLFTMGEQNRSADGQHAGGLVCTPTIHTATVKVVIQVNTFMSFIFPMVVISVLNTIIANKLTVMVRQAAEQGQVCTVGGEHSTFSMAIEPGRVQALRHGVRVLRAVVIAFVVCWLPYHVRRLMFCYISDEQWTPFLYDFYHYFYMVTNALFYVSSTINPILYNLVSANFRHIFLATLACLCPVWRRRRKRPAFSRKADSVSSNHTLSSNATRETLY
# KOR beta-arrestin-2 = KOR antagonists, beta-arrestin recruitment, cell-based, luminescence, uHTS (AID 1778) | KOR beta-arrestin recruitment, luminescence, antagonist mode; higher % means a stronger effect | one-dose inhibition, % at 10 µM; IC50 in µM for titrated hits | 290,000 compounds, 0.091% hits; in the data active = inhibition above about 50%; also: strong numbers were not always called active
# West Nile antiviral = West Nile virus antiviral activity, cell-based, CPE readout (AID 1621) | West Nile virus-infected cells, CPE inhibition; higher % means a stronger effect | CPE inhibition, % at 10 µM, or IC50 in µM where a hit was titrated | 290,000 compounds, 0.02% hits; in the data active = a potency from the dose series; inconclusive = CPE inhibition mostly from about 3.7% at the one dose, without a potency; inactive = the rest, 99 in 100 with CPE inhibition below about 2.2%; also: strong numbers were not always called active
# T cell modulator vesicle-bound % = further read-out of T cell modulator, marked with its call; double positive events, %; measured here: CD8+ vesicle-bound cell fraction;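 binding gate set so that unloaded-vesicle control wells show 10% double positive cells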
# NTR1 ag cell count 20 µM = second read-out of NTR1 ag, no call of its own (marks repeat the call); cell count; measured here: cell count, cytotoxicity flag
# The depositor's hits bear a star; i = inactive; u = inconclusive; x = not tested or not shown; & = joins results of further samples; [ ] = dose if it differs, or a comment.
SMILES,GPR55 beta-arrestin,T cell modulator,T cell modulator vesicle-bound %,KOR beta-arrestin-1,PhoP inhibition,GPR35 antagonists,GPR55 LPI antagonism,NTR1 ag,NTR1 ag cell count 20 µM,KOR beta-arrestin-2,West Nile antiviral
COc1ccc(/C=C\C(=O)NCc2ccc3c(c2)cc(C)n3C)cc1OC,-0.2%,i,21,0.9%,10%,-14%,5%,-0.6,92,0%,0.1%
O=c1c2ccccc2nnn1CSc1ccccc1F,0.5%,i,30,1.1%,2%,2%,7%,3.3,86,5%,-0.6%
Cc1ccc(C(=O)N2CCC(C(=O)NC3CCCCCC3)CC2)cc1,0.2%,i,18,0.4%,2%,-2%,9%,1.2,27,-3%,-0.6%
COc1ccc(N2C(=O)CC(C3CCCO3)C2=O)cc1 (stereo unspecified),-0.1%,i,62,x,3%,-7%,4%,2.0,58,38%[20 µM],0.2%
COCCSc1ccccc1C(=O)N1CCCC(C)C1 (stereo unspecified),-0.1%,i,32,-3.5%,-3%,5%,-2%,-1.1,49,-15%[20 µM],0.3%
CCC1(C)Cc2c(sc3c2c2ncnn2c2nnc(SCC(=O)NCc4ccco4)n32)CO1 (stereo unspecified),0.6%,i,2,-10%,3%,-9%,4%,0.2,58,-10%,-0.1%
O=C(NCc1ccco1)C1(c2ccc(Br)cc2)CCCC1,-0.1%,x,x,-4.2%,12%,-3%,1%,-0.4,64,6%,-0.7%
Clc1ccc(Nc2ncnc3ccc(Br)cc23)cc1,0.0%,i,18,4.7%,0%,3%,2%,5.3,38,-18%,0.1%
Cc1cc(=O)[nH]c(N/N=C/c2ccc(-c3ccc(F)cc3)o2)n1,0.9%,i,26,1.8%,1%,-24%,-3%,4.9,41,-26%,-1.6%
O=S(=O)(c1ccc(N2CCCC2c2nc3ccccc3s2)nc1)N1CCOCC1 (stereo unspecified),-0.1%,i,48,3.3%,35%,-7%,10%,-1.5,103,-10%,-0.5%
Cc1ccc(NC(=O)C2CCCN(C(=O)c3ccc(Cl)cc3)C2)c(C)c1 (stereo unspecified),-0.1%,i,43,-1.5%,-12%,12%,11%,2.5,61,-5%,-0.6%
Cn1c(N)c(S(=O)(=O)N2CCN(c3cccc(Cl)c3)CC2)c(=O)n(C)c1=O,-0.1%,i,9,4.7%,4%,-1%,8%,0.0,81,-15%,-0.4%
C/C(CCc1ccc2c(c1)OCO2)=N\NC(=S)NC(C)C,0.7%,i,54,-0.2%,6%,2%,7%,-1.0,50,4%,0.0%
O=S(=O)(c1ccc(N2CCN(c3ccc(F)cc3)CC2)cc1)N1CCCC1,0.6%,i,28,-2.5%,-1%,3%,17%,1.8,76,10%,-0.1%
Clc1ccc(C(CCN2CCCC2)Cc2ccccc2)cc1 (stereo unspecified),-0.2%,i,68,-4.2%,9%,1%,28%,-0.7,103,22%,-2.0%
O=C(O)CN1CCc2ccccc2C1,0.2%,i,52,-4.7%,0%,3%,9%,2.2,50,-19%,-0.4%
C[C@]1(C2CCCC2)Cc2cc(OCC(=O)O)c(Cl)c(Cl)c2C1=O,x,i,48,x,-6%,x,x,1.0,62,x,0.7%
O=C(N/N=C/c1ccc(O)cc1O)c1ccc(NC(=O)C2CCCCC2)cc1,0.0%,i,21,-1.3%,17%,21%,18%,18,61,10%,-0.3%
COc1ccccc1NC(=O)c1csc(-n2nc(C)cc2C(F)(F)F)n1,-0.1%,i,15,-3.5%,7%,12%,-1%,1.0,103,-6%,-0.3%
CC(C)NC(=O)c1cc(-c2ccc(Br)cc2)on1,-0.1%,i,55,1.3%,14%,1%,9%,0.7,71,-41%,-0.7%
COc1cc(/C=N/n2c(C)n[nH]c2=S)ccc1OCc1ccccc1,-0.1%,i,48,3.2%,4%,-7%,13%,1.0,56,7%,0.1%
CC(=O)Oc1ccc2occ(/C=N/c3cc(=O)[nH]c(=S)[nH]3)c(=O)c2c1,0.3%,i,43,1.9%,-2%,3%,5%,3.0,56,7%,0.2%
COc1ccc(N2CCN(C(=O)CNC(=O)c3nn(-c4ccc(OC)cc4)c(=O)c4ccccc34)CC2)cc1,-0.2%,i,46,-2.7%,0%,-14%,6%,1.8,41,12%,0.1%
COc1cccc2c(Cl)c(CCCl)c(C)nc12,-0.1%,i,43,0.3%,0%,-11%,0%,5.0,47,-4%[20 µM],-1.3%
COc1ccc(C(=O)N2CCNC(=O)C2CC(=O)Nc2ccc(C)cc2)cc1 (stereo unspecified),-0.1%,i,52,0.6%,3%,-11%,-5%,2.1,62,-34%,0.4%

# Remaining list, next part:
SMILES,GPR55 beta-arrestin,T cell modulator,T cell modulator vesicle-bound %,KOR beta-arrestin-1,PhoP inhibition,GPR35 antagonists,GPR55 LPI antagonism,NTR1 ag,NTR1 ag cell count 20 µM,KOR beta-arrestin-2,West Nile antiviral
O=C(CCC(=O)Nc1ccccc1Cl)NNC(=O)Nc1cccc([N+](=O)[O-])c1,-0.2%,i,18,1.4%,1%,-4%,1%,-0.1,47,-7%,-0.2%
CC1CC(C)CN(C(=O)c2cc(-c3ccccn3)nc3ccccc23)C1 (stereo unspecified),-0.1%,i,41,0.5%,0%,3%,4%,1.2,86,-22%,0.1%
COc1ccc(/C=N/Nc2cc(N(C)C)nc(N(C)C)n2)cc1,-0.6%,i,31,5.1%,-16%,-11%,34%,8.6,37,15%,0.0%
Cc1ccc(C)c(CN2C(=O)c3ccccc3S(=O)(=O)c3ccc(C(=O)N4CCN(C)CC4)cc32)c1,-0.2%,i,7,-3.7%,8%,14%,-4%,-0.7,61,19%,-0.8%
CCCn1c(=S)[nH]c2cc(C(=O)N3CCCC(C(=O)OCC)C3)ccc2c1=O (stereo unspecified),0.3%,i,14,-1.3%,19%,-4%,1%,1.7,72,-9%,-0.7%
O=C(Cn1cnc2c(oc3ccccc32)c1=O)NCc1ccco1,0.0%,i,48,0.4%,-6%,-18%,6%,-0.4,43,-30%,-0.2%
Cc1cccn2c(=O)c3cc(C(=O)NCCN4CCOCC4)c(=N)n(CCN4CCOCC4)c3nc12,-0.1%,i,20,3.4%,3%,-7%,-1%,2.0,44,-1%,0.0%
Cc1cc(OC(C)C(=O)Nc2ccccc2C(=O)N2CCCC2)ccc1Cl (stereo unspecified),0.3%,i,72,-0.3%,5%,10%,1%,-0.4,49,23%,-0.4%
CCCOc1ccc2c3c(c(=O)oc2c1)CCCC3,-0.1%,i,41,1.9%,-8%,-3%,11%,1.5,54,-8%,1.1%
CC(C)CCSc1cc(NCCO)c([N+](=O)[O-])c2nonc12,0.2%,i,8,-1.7%,-11%,-1%,-1%,6.7,53,-39%,-1.1%
COc1ccc(CCNC(=O)Cn2c([N+](=O)[O-])cnc2C)cc1OC,0.2%,i,40,x,x,-1%,20%,-2.0,58,14%[20 µM],0.5%
CC1CCCN(C(=O)Cn2c(-c3nonc3N)nc3ccccc32)C1 (stereo unspecified),-0.1%,i,29,x,6%,10%,8%,0.9,89,x,-0.2%
COc1ccc(-n2c(=S)[nH]c3cc(C(=O)NCc4ccco4)ccc3c2=O)cc1OC,0.0%&0.5%,i,40,-0.6%&-1.5%,-21%&1%,13%&9%,8%&-2%,1.7,39,-5%&-19%,0.4%&-0.3%
COc1ccc(C2/C=C\CN(S(=O)(=O)c3cccs3)CC(=O)N2Cc2ccc(F)cc2)cc1 (stereo unspecified),-0.1%,x,x,1.2%,2%,-5%,6%,-2.0,101,43%,-0.5%
CC(C)N=c1scc(-c2cccs2)n1/N=C/c1ccc(O)c(O)c1O,-0.3%,i,45,7.9%,2%,-1%,-6%,4.7,45,-5%,0.7%
Cc1nn2c(-n3ccnc3C)c3c(nc2c1-c1ccccc1)CCC3,-0.1%,i,23,-3.3%,12%,2%,7%,4.8,47,-37%,-0.8%
O=C1c2cccnc2C(=O)N1Cc1ccc(Cl)cc1,-0.1%,i,13,-2.3%,14%,-10%,4%,-0.9,88,-34%,0.7%
O=C(COC(=O)c1cccnc1Cl)c1ccc2c(c1)OCCO2,0.3%,i,21,4.6%,-4%,-7%,-17%,1.2,42,-26%,-0.6%
Fc1ccccc1-c1nc(NCc2ccccc2)c2ccccc2n1,-0.2%,i,14,1.1%,0%,3%,-2%,9.3,50,7%,-1.1%
Cc1ccc(C2(c3ccc(C)cc3)CC2C(=O)Nc2ccc([N+](=O)[O-])cc2O)cc1 (stereo unspecified),0.3%,i,50,-0.6%,13%,21%,2%,20,49,2%,u
CCOc1ccc(C(=O)N2CCSC2=S)cc1,0.6%,i,59,3.3%,-4%,22%,17%,1.2,61,-6%,0.6%
COC(=O)c1c(C(=O)OC)c2n(c1C)CCC2,0.5%,i,11,-7.4%,2%,-6%,7%,-2.5,78,21%,0.0%
Cc1ccc(/C=C2\SC(=S)N(c3c(C)n(C)n(-c4ccccc4)c3=O)C2=O)cc1,-0.1%,i,48,14%,-16%,-2%,11%,2.9,66,-2%,0.0%
Cc1ccc(CN2CCN(C(=O)c3cccc4ccccc34)CC2)cc1,0.4%,i,44,-6.7%,8%,-1%,0%,-0.3,66,-9%[20 µM],-1.0%
COc1ccc(N2CCN(C(=O)c3cc(-c4ccc(F)cc4)[nH]c3C)CC2)cc1,0.0%,i,26,-4.5%,8%,0%,-22%,5.4,89,2%,-1.1%
CCCCCC(=O)Nc1ccc(-c2csc(C)n2)cc1,1.3%,i,36,3.1%,-2%,-8%,-1%,1.8,64,x,0.5%
CCc1nn(CC(=O)N2CCN(c3cc(C)ccc3C)CC2)c(=O)c2cc3occc3n12,0.0%,i,9,-4.3%,6%,16%,-12%,2.6,60,-20%,0.6%
O=C1C=CC2C(c3ccc4c(c3)OCO4)CC1N2Cc1ccccc1 (stereo unspecified),1.2%,i,34,1.0%,-8%,-2%,26%,0.4,48,22%,-0.2%

# Assay outcomes as filed in PubChem.
